Source: PubChem BioAssay
Glyco luc inh: N-linked glycosylation inhibition; D54 ERlucT glycosylation luciferase reporter, 24 h; percent of 100 nM tunicamycin response; reporter increase, % at 12.5 µM; AID 588692; actives 0.23% (n = 360,000);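 active = mean luciferase reporter signal, scaled so untreated is 0 and the glycosylation-blocking control 100, at or above a set limit in every replicate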;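 also: luciferase carries N-glycosylation sites so blocking glycosylation raises the light; 0% = median of neutral control wells and 100% = median of 100 nM tunicamycin wells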
hiPSC survival: enhancers of human iPSC single-cell survival; hiPSC single-cell survival, ATPlite luminescence; 100% = ROCK inhibitor wells, 0% = DMSO; survival enhancement, % at 20 µM; actives 0.044% (n = 360,000); AID 602274; in the data active = survival enhancement above about 18%;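 also: cells exposed to compounds for 16 hours before the ATP read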
HTR2A ag: agonists of mouse serotonin 5-HT2A receptor (HTR2A); CHO-K1 mHTR2A beta-arrestin complementation, luminescence; percent of 30 µM serotonin response; activation, % at 7.6 µM; actives 0.66% (n = 360,000); AID 624169;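 active = activation above a run cutoff, the mean activation of all tested compounds plus 3 SD, cut at about 14% in these data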;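 also: 0% = plate median of compound wells and 100% = 30 µM serotonin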
Granule exo inh: lytic granule exocytosis inhibition; TALL-104 LAMP-1 surface exposure, flow cytometry; cells stimulated with thapsigargin and PMA; inhibition, % at 10 µM; actives 0.66% (n = 360,000); AID 651702;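 active = inhibition above about 55%, limit read from the data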
aDG glyco up: alpha-DG glycosylation activation; Pro5-aDG cells, alpha-DG glycosylation AlphaScreen (IIH6); 0% Pro5, 100% B10-LARGE cell signal; activation, % at 10 µM; actives 0.22% (n = 360,000);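 active = activation of at least 8% versus controls, or a plate z-score of at least 8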;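 also: Pro5 are CHO cells carrying HIG-tagged alpha-DG that lacks glycosylation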
ABHD5-PLIN5 inh: ABHD5-PLIN5 protein interaction inhibition; Split G. princeps luciferase complementation, luminescence, 4 h; Q00G26+Q8WTS1; actives 0.78% (n = 360,000); inhibition, % at 4 µM;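 active = inhibition above the mean inhibition across every tested compound plus 3 SD, cut at about 22% in these data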;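 also: 0% = DMSO only wells and the 100% control is not disclosed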
ABCB6 inh 2: inhibitors of human ABC transporter ABCB6. Q9NP58. K562-ABCB6 porphyrin accumulation, flow cytometry, 1 h; stronger effect = lower value. fluorescence ratio to DMSO, % at 10 µM. actives 0.19% (n = 360,000). AID 602162;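 active = fluorescence ratio to DMSO below 75%, the collection mean minus 3 SD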;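 also: signal is porphyrin accumulated inside mitochondria; 100% equals median channel fluorescence of DMSO control wells; lower ratio means ABCB6 inhibition with less porphyrin fluorescence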
Target sequence (Q9NP58 whole entry, looked up): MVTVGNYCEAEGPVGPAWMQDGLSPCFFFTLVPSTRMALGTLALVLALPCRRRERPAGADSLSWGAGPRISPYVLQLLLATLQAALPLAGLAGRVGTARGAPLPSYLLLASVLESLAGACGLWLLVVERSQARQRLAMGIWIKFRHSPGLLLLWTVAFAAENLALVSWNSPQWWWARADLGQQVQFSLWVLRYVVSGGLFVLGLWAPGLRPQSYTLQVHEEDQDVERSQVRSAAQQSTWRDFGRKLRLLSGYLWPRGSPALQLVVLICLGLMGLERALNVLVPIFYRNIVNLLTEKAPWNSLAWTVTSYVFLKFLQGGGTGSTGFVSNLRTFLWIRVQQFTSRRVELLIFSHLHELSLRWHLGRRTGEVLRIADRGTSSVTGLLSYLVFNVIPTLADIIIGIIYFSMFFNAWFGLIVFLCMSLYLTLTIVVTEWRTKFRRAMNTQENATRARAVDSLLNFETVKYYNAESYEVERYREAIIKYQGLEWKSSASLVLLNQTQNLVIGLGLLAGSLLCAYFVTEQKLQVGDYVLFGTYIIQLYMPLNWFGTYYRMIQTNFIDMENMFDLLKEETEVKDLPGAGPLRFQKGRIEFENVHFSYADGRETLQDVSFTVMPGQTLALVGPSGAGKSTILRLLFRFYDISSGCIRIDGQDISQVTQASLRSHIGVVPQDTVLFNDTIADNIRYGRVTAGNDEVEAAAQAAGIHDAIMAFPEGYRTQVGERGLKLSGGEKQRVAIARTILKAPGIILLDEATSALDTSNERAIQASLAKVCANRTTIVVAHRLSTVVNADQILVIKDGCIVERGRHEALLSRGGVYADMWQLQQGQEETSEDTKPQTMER
Cardio protect: modulators protecting cardiomyocytes from myocardial damage; H9c2 cardiomyocytes, H2O2 injury protection, ATPLite, 2 h; protection from H2O2 cell death, % at 20 µM; actives 0.63% (n = 360,000);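 active = compounds giving at least 50% protection of heart cells from peroxide-induced death in the single-dose screen, raw or plate-pattern-corrected value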;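 also: 0% = DMSO wells with peroxide and 100% = DMSO wells without peroxide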
MC4R ag barr: human MC4R agonism via beta-arrestin; U2OS MC4R beta-arrestin complementation, luminescence; percent of melanotan II response, DMSO zero; actives 0.98% (n = 360,000); activation, % at 8.9 µM; AID 540308; P32245;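 active = activation above a per-plate cutoff, the mean activation of sample wells on that plate plus 3 SD, cut at about 8% in these data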
MC4R antagonist: blocks human MC4R cAMP signaling; inhibition, % at 6.5 µM; MC4R-expressing cells, MTII-stimulated cAMP, LANCE TR-FRET; actives 0.48% (n = 360,000);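 active = inhibition above its plate's cutoff, the mean of tested wells on that plate plus 3 SD, cut at about 29% in these data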;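 also: 0% = Melanotan II alone and 100% = Melanotan II plus saturating MCL0020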
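System: U2OS cells stably expressing human melanocortin 4 receptor (MC4R). Reagent: Melanotan II challenge after compound preincubation. Doses: 6.5 µM. Times: 30-min compound, 1-h challenge, 1-h detection, room temperature. Measured by: TR-FRET with Eu-cAMP and labeled anti-cAMP, 671 nm. Replicates: singlicate.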
* hit, by the source's call; · = no result given.

SMILES	Glyco luc inh	hiPSC survival	HTR2A ag	Granule exo inh	aDG glyco up	ABHD5-PLIN5 inh	ABCB6 inh 2	Cardio protect	MC4R ag barr	MC4R antagonist
CCC1(C)Cc2c(sc3nnn(CC(=O)Nc4ccc(Cl)cc4)c(=O)c23)CO1 (stereo not drawn)	-4	-2.6	0	-1	0.1	-2	134	-7	1.9	3
O=C(N/N=C/c1ccc(Cl)s1)C(O)c1ccccc1 (stereo not drawn)	-1	-0.4	-2	-14	0.1	3	94	-1	-0.2	9
COc1ccccc1CN(C)C(=O)c1ccc(S(=O)(=O)Nc2c(C)n(C)n(-c3ccccc3)c2=O)cc1	2	4.5	-1	5	-0.2	0	100	6	-2.5	11
COc1ccc(OCC2NCCc3cc(OC)c(OC)cc32)cc1 (stereo not drawn)	1	0.2	-7	3	0.2	12	103	-2	-3.5	-2
O=C(Nc1ccc2c(c1)CCC2)Nc1ccccc1Cl	-9	-0.6	-1	19	-0.1	-1	100	-11	-2.3	4
C/C(=N\NC(=O)Cc1ccc(Cl)cc1)c1ccccn1	3	-1.2	-2	-2	-0.4	-2	95	37	-4.3	4
Cc1ccccc1-n1c(SCC(=O)N2CCOCC2)nc(O)c(Cc2ccccc2)c1=O	-1	-0.1	7	2	1.0	5	100	-1	-1.8	1
CCOc1ccccc1NC1=C(Cl)C(=O)N(c2ccccc2)C1=O	-1	0.5	-3	-1	0.0	2	103	-4	1.2	3
COc1ccc(Cl)cc1-c1nc(SCC(=O)N(C)C)n[nH]1	1	1.1	0	11	-0.2	-6	93	-4	-0.7	10
COc1ccc2oc(C(=O)OCC(=O)NCc3ccco3)c(C)c2c1	3	-0.2	5	-1	0.0	6	95	-4	-2.1	-3
COc1ccc(CCN(C)C(=O)c2ccc(C)c(S(=O)(=O)N3CCCCC3)c2)cc1OC	1	0.1	4	2	0.0	3	99	1	0.7	11
CCOC(=O)Cn1nc(C)n(-c2ccc(C(C)(C)C)cc2)c1=O	2	-1.5	1	1	-0.2	4	96	-3	0.2	-1
CCSc1nnc(-c2cnn(-c3ccccc3)c2-n2cccc2)n1C	-3	-1.0	1	-2	-0.1	-4	97	1	-2.3	2
Cc1nc(CN2CCCC2=NC#N)n(-c2ccccc2)n1	3	-1.1	-4	0	-0.2	-2	101	2	-1.1	5
CCCNC(=O)N[C@H]1C=C[C@H](CC(=O)OC)O[C@@H]1CO	·	·	8	0	0.2	4	·	·	·	·
O=C(Nc1ccc(C(=O)N2CCOCC2)cc1)c1ccccc1Cl	1	-1.0	7	-5	0.0	5	103	2	-1.9	9
CCC(=O)c1ccc(OCC(=O)Nc2ccc(S(=O)(=O)Nc3cc(C)nc(C)n3)cc2)cc1	0	1.1	-4	-10	0.1	-7	96	-4	1.0	-3
CCC(C)NCCC(=O)Nc1ccc(Cl)c(S(=O)(=O)Nc2ccc(Cl)cc2)c1 (stereo not drawn)	-6	-1.9	-3	4	0.8	10	96	4	-1.0	-3
O=C(CCCOc1ccc(Cl)cc1)Nc1ccc(N2CCOCC2)cc1	-1	-1.5	-3	15	-0.1	0	101	-3	1.1	-3
CCn1c(=O)c(C(=O)NNS(=O)(=O)c2ccc(Cl)cc2)c(O)c2ccccc21	1	-1.7	2	2	-0.2	-3	92	-6	8.1	4
CC1(C)CC2CC(C)(CN2S(=O)(=O)c2cccc(N)c2)C1 (stereo not drawn)	0	-0.8	-1	-2	-0.1	-2	89	-7	-0.7	6
O=C(Nc1ccccc1Cl)Nc1ccnn1C1CCN(C(=O)C2CCOC2)CC1 (stereo not drawn)	-1	-2.1	-5	1	-0.1	4	97	1	-1.0	-3
Nc1ncnc2c1cnn2-c1ccccc1	2	0.6	4	-1	0.1	-5	97	14	1.0	12
CCOC(=O)C1CCN(C(=O)COC(=O)CNC(=O)c2ccc(C(C)(C)C)cc2)CC1	2	0.3	0	-16	-0.1	3	100	-12	0.4	2
O=C(Nc1cccc(F)c1)C1CC(=O)N(c2ccc(Br)cc2)C1 (stereo not drawn)	1	8.1	-1	-1	0.3	-8	88	-9	2.3	-10
Cc1cc(C)cc(NC(=O)C2C3C=CC4(O3)C2C(=O)N(CCCN(C)C)C4C(=O)NC2CCCC(C)C2C)c1 (stereo not drawn)	-2	0.2	10	-23	-0.1	-9	108	-1	-0.5	14
COc1ccc(-c2cc(C(=O)NC(Cc3c[nH]c4ccccc34)C(=O)O)c(C)o2)cc1OC (stereo not drawn)	4	2.2	-1	0	-0.2	10	98	-1	-1.7	12
Cc1noc(C)c1COC(=O)c1cc(C)n(-c2ccccc2)c1C	3	-0.3	-3	-4	0.3	-6	84	-9	0.1	-4
CCOc1ccc(S(=O)(=O)N(C)c2ccc(OCC(=O)Nc3nc(-c4cc(OC)ccc4OC)cs3)cc2)cc1	-3	-0.8	9	0	1.4	15	100	-2	1.7	0
O=[N+]([O-])c1ccc(N2CCN(S(=O)(=O)c3ccc(Cl)cc3)CC2)cc1NCc1cccnc1	-4	-3.1	1	1	0.6	-5	92	3	-1.4	1
CC(C)N1C(=O)CSC1c1ccc(Br)cc1 (stereo not drawn)	2	-1.8	0	2	0.4	2	101	6	-0.5	5
O=C(O)c1ccccc1C(=O)N1CCN(c2cccc(Cl)c2)CC1	2	0.0	14	2	-0.3	0	94	15	-1.5	4
CCN1C(=O)CC(N2CCN(c3ccc(C(=O)c4ccccc4)cc3)CC2)C1=O (stereo not drawn)	-1	-1.7	6	0	0.4	4	93	-4	-1.5	8
CC12CN3CC(C)(CN(C1)C3c1c[nH]c3ccccc13)C2=O (stereo not drawn)	0	-0.8	0	3	0.0	-1	103	1	-1.7	1
CC(=O)N1CCc2ccc(N)cc21	-1	0.3	3	-3	-0.3	4	102	5	-1.1	2
N#Cc1ccc(Cn2c(-c3ccc(F)cc3)noc2=O)cc1	0	-0.1	3	-4	0.1	9	100	7	-1.9	0
COc1cccc(C2c3c(oc4cc(C)c(C)cc4c3=O)C(=O)N2CCCN(C)C)c1 (stereo not drawn)	-2	-1.2	-1	1	-0.1	-2	100	-1	-0.6	2
Cc1ccc(SC(C)C(=O)Nc2ncn[nH]2)cc1 (stereo not drawn)	4	-0.4	1	6	-0.3	18	107	-2	-1.1	0
O=C(Cc1ccc(F)cc1)NC1CCCC1	1	-1.6	0	-2	-0.1	1	105	1	0.2	3
Cc1ccccc1OCC(O)Cn1c(N2CCN(c3ccccc3)CC2)nc2c1c(=O)[nH]c(=O)n2C (stereo not drawn)	11	1.2	1	-6	0.0	2	101	-2	-0.7	13
CC(=O)Oc1oc(-c2ccccc2)nc1C=Nc1ccccc1	3	3.7	-2	0	-0.3	-1	87	18	-1.2	4
Cc1cc(Nc2ncc(Cl)cc2Cl)n[nH]1	1	-1.1	-1	1	0.0	6	96	-5	-2.5	9
COc1cc(NC(=O)C2=C(C)OCCS2)c(Cl)cc1C(=O)NCCN(C)C	-3	-0.5	-7	0	1.2	3	99	14	0.6	-2
CC1(c2nnnn2-c2ccc3c(c2)OCCO3)CCC(=O)N1CCc1ccc(O)cc1 (stereo not drawn)	·	-0.9	-2	-6	0.2	2	97	·	·	·
O=C(CCn1cccn1)Nc1ccc(-c2ccno2)cc1	2	0.6	-9	0	-0.2	0	104	2	-0.9	1
CN(C)c1ccc(/C=C/c2ccncc2)cc1	-2	-1.7	6	0	-0.2	-1	161	-16	-0.5	0
O=C(NCc1ccccc1F)C1CCN(C(=O)NCc2ccccc2)CC1	1	-1.4	3	4	-0.1	4	96	1	2.7	1
COc1ccc(-c2nc(C#N)c(NCc3ccc(C)cc3)o2)cc1OC	-1	0.7	-4	6	-0.1	-8	115	-5	3.0	-23
COc1ccc(N2CCN(C(=O)c3ccc(S(=O)(=O)N4CCCC4)cc3)CC2)cc1	1	1.0	-8	-7	-0.2	3	97	2	1.7	5
Nc1cccnc1Sc1ccc(Cl)cc1	5	-1.5	0	-4	0.0	0	98	-3	-1.0	-1
NC(=S)Cc1ccc(Cl)cc1Cl	1	0.1	9	0	0.1	-4	102	-3	-0.5	-3
NS(=O)(=O)c1ccc(Cl)c(S(N)(=O)=O)c1	4	-1.6	-3	0	0.8	-8	95	2	0.2	3
CC(C)c1cc(NCCOCCO)n2c(nc3ccccc32)c1C#N	2	-0.2	11	-21	-0.1	-48	73*	10	0.5	2
CCOC(=O)C1CCN(S(=O)(=O)CCNC(=O)c2ccc(F)cc2)CC1	1	-0.3	8	0	-0.1	0	98	0	-0.7	2
CC(=O)Nc1ccc(/C=N/Nc2nncc3ccccc23)cc1	-4	-0.2	-2	6	0.0	-2	94	3	-1.2	-12
CCCNC(=O)Nc1nc(CC(=O)OCC)cs1	0	-2.2	1	-1	-0.2	-2	102	4	-3.0	9
CCNC(=O)C1(C)CCN(C(=O)c2ccc(OC(F)F)cc2)C1 (stereo not drawn)	2	1.6	4	-8	-0.2	3	94	2	-0.7	11
COc1ccccc1CNC(=O)c1nn(C)c2c1CS(=O)(=O)c1ccccc1-2	-1	1.1	3	15	-0.3	-1	90	7	-1.7	11
O=C1NC(Cc2c[nH]c3ccccc23)C(=O)N1Cc1cccc2ccccc12 (stereo not drawn)	-4	0.5	2	5	1.1	10	94	-4	0.1	-5
COc1ccccc1N1CCN(C(c2cccs2)C(C)NC(=O)c2cccs2)CC1 (stereo not drawn)	-2	0.3	0	-3	0.1	-4	100	1	2.4	5

Grouped by structure, the compounds so far containing a thiophene ring, fused or not (3)
SMILES	Glyco luc inh	hiPSC survival	HTR2A ag	Granule exo inh	aDG glyco up	ABHD5-PLIN5 inh	ABCB6 inh 2	Cardio protect	MC4R ag barr	MC4R antagonist
CCC1(C)Cc2c(sc3nnn(CC(=O)Nc4ccc(Cl)cc4)c(=O)c23)CO1 (stereo not drawn)	-4	-2.6	0	-1	0.1	-2	134	-7	1.9	3
O=C(N/N=C/c1ccc(Cl)s1)C(O)c1ccccc1 (stereo not drawn)	-1	-0.4	-2	-14	0.1	3	94	-1	-0.2	9
COc1ccccc1N1CCN(C(c2cccs2)C(C)NC(=O)c2cccs2)CC1 (stereo not drawn)	-2	0.3	0	-3	0.1	-4	100	1	2.4	5

More compounds
SMILES	Glyco luc inh	hiPSC survival	HTR2A ag	Granule exo inh	aDG glyco up	ABHD5-PLIN5 inh	ABCB6 inh 2	Cardio protect	MC4R ag barr	MC4R antagonist
CC1CCCC(CC(=O)O)(CC(=O)O)C1 (stereo not drawn)	1	0.5	7	4	-0.2	5	97	6	0.7	-3
Cc1cc(C)nc(N2N=C(CSc3ccc(Cl)cc3)CC2=O)n1	0	-0.6	5	-2	-0.1	6	94	10	0.8	4
COc1cc(/C=N/Nc2ccc(C(F)(F)F)cn2)ccc1O	2	-2.3	2	2	0.1	-2	102	-2	0.5	4
CCOCCCn1c(=N)c(C(N)=S)cc2c(=O)n3cccc(C)c3nc21	4	-1.4	0	9	0.4	-6	94	20	-0.2	1
Cc1sc(NC(=O)CS(=O)(=O)c2ccccc2)c(C(N)=O)c1C	1	-0.4	4	0	-0.5	-6	92	-1	-0.5	-1
CCCNS(=O)(=O)c1ccc(CCC(=O)Nc2ccc3c(c2)OCCO3)cc1	-5	1.2	1	-2	0.1	-3	93	-3	-0.1	11
